EPAC1 ag – activates human EPAC1 exchange factor. 360,000 compounds, 0.073% hits. Potency, µM (highest dose often 154 µM), for inactives: at the top dose activation, hits mostly activators. O95398. EPAC1 agonist qHTS, biochemical assay; response scale: 100% = response to 6.5 mM cAMP; note: potency is the fitted concentration of half-maximal effect; nearly all actives have a fitted effect of over 60% in size
Target sequence (O95398 whole entry, looked up): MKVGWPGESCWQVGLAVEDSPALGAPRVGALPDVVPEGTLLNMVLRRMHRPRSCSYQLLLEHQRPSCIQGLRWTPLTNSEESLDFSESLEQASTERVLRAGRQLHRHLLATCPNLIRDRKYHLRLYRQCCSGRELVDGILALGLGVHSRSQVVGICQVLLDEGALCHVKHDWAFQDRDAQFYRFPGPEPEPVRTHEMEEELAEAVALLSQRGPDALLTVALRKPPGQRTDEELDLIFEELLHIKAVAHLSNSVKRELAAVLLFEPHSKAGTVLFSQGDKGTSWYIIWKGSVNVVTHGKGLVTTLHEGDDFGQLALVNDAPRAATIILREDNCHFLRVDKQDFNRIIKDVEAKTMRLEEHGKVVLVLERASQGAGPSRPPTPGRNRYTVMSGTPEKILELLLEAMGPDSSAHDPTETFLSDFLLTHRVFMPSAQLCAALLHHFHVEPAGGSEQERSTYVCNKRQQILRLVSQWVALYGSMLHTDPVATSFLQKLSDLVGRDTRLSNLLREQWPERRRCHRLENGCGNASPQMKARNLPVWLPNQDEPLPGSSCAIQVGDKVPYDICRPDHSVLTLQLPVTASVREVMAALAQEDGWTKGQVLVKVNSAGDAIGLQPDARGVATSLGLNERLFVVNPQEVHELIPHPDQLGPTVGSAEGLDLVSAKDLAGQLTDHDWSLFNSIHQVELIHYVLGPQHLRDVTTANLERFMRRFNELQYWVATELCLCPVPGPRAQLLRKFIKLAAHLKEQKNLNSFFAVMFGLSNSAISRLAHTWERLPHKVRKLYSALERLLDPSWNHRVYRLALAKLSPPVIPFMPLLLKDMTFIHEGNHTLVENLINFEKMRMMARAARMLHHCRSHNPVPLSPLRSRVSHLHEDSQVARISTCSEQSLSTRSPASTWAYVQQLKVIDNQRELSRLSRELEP
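Nucleotide exchange assay: 100 nM EPAC1 with 250 nM Rap1B loaded with BODIPY-GDP and 50 uM GDP, room temperature. Fluorescence (480/540 nm) read every 5 min for 30 min; signal change normalized to 6.5 mM cAMP as full agonist.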
IL-2 act – IL-2 activation. AID 652025. 360,000 compounds, 0.065% hits. activation, % (series mostly up to about 46 µM). IL-2 activation reporter assay, cell-based qHTS; stimulated with anti-CD3/CD4/CD28 beads; in transgenic mouse T cells; in the data active = activation above about 50%; inconclusive = mostly about 30% to 49%; note: 0% is about no effect
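First, unstimulated transgenic mouse T cells were exposed to compound for 60 min. Next, anti-CD3/anti-CD4-coated beads with anti-CD28 were added. Finally, after 18 h at 37 degrees C, EGFP and DsRed were imaged.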
WRN inhibitor – inhibitors of human WRN helicase; 360,000 compounds, 0.46% hits; WRN helicase unwinding, fluorescent forked duplex, kinetic; Potency, µM (series often up to 114 µM), without a hit: top-dose activity change, negative = inhibition, most hits filed as inhibitors; Q14191; AID 651768; note: potency is the fitted concentration of half-maximal effect; % is set by controls: 0 for no effect and ±100 for the full control effect; nearly all actives have a fitted effect of over 55% in size
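Fluorescence dequenching readout, ex 525 nm/em 598 nm, kinetic mode: forked duplex DNA (100 nM final) with adjacent fluorophore and quencher unwound by WRN (20 nM final) with 2 mM ATP. Compound preincubation 15 min, room temperature.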
EPAC1 antagonist – blocks human EPAC1 exchange factor; O95398; EPAC1 GEF assay, Rap1b-BODIPY-GDP exchange fluorescence; Potency, µM (doses to about 115 µM), inactives show top-dose activity change, negative = inhibition, actives largely listed as inhibitors; 360,000 compounds, 0.14% hits; AID 720709;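 note: potency is the fitted concentration of half-maximal effect; plate controls were vehicle for no effect and positive control for full effect; nearly all actives have a fitted effect of over 50% in size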
Abeta rescue – A-beta toxicity reversal in yeast. yeast expressing A-beta42, growth rescue, OD600, 48 h; response scale: 0% DMSO, 100% iron-clioquinol control. Potency, µM (highest dose often 46.1 µM), without a hit: top-dose growth rescue, actives largely listed as activators. 410,000 compounds, 0.063% hits; note: potency is the fitted concentration of half-maximal effect; nearly all actives have a fitted effect of over 55% in size
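Yeast A-beta toxicity model in growth medium with pinned compounds, 48 h at 30 C; growth read as absorbance at 600 nm. Normalized to FeCl3/clioquinol equimolar mix (positive) and DMSO (negative).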
PLK1 PBD block – PLK1 (human) polo-box domain binding inhibition | Plk1 PBD binding of FITC phosphopeptide, fluorescence polarization | AID 720504 | P53350 | Potency, µM, inactives show max response, negative = inhibition, actives largely listed as inhibitors | 360,000 compounds, 2.8% hits; note: potency is the fitted concentration of half-maximal effect; series mostly up to about 57 µM; % is set by controls: 0 for no effect and ±100 for the full control effect; nearly all actives have a fitted effect of over 65% in size
FUS yeast rescue – FUS proteinopathy suppression in yeast. Potency, µM (doses to about 76.6 µM), for inactives: top-dose growth rescue (activation), hits mostly activators. AID 1347120. 390,000 compounds, 0.24% hits. S. cerevisiae FUS-expressing, growth rescue, OD600, 24 h;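 note: potency is the fitted concentration of half-maximal effect; plate controls were DMSO vehicle for no effect and reference control for full effect; nearly all actives have a fitted effect of over 55% in size; some results filed as inactive show a strong effect at the top dose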
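Read-out: OD at 600 nm after 24hr at 30C, reporting rescue of FUS-induced yeast toxicity. Cells at OD 0.005 in galactose (2%) minimal medium; compounds tested in a dilution series; CP55940 titration from 92uM final as control.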
PI5P4Ka inh – PI5P4K alpha (human) kinase inhibition | P48426 | PI5P4Kalpha enzyme, ADP-Glo luminescence, 60 min; hits give low values | max response, % | 330,000 compounds, 1.2% hits; active = max response of -50% or lower; inconclusive = between -30% and -50%; inactive = -30% or higher; note: value at the top dose of about 77 µM; % is set by controls: 0 for no effect and ±100 for the full control effect
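qHTS, 1536-well: enzyme/substrate mix, compound by pin tool, 5 microM ATP final; RT 60 min; ADP-Glo reagents 1 (45 min) then 2 (30 min); luminescence.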
The depositor's hits bear a star; ? = inconclusive; / = not tested or not shown; & = joins results of further samples; [ ] = dose if it differs, or a comment. Unless noted, calls come from the whole dose curve; as a rule, active = well fitted curve in the direction sought with a large enough effect; inconclusive = small, poorly fitted or top-dose-only effect, or another doubt; inactive = no such curve, though single readings can be large; an effect the other way counts as inactive or inconclusive.

Order of results – EPAC1 ag | IL-2 act | WRN inhibitor | EPAC1 antagonist | Abeta rescue | PLK1 PBD block | FUS yeast rescue | PI5P4Ka inh
CC1=C(C(N)=O)C(c2ccccn2)n2nc(SCc3ccccc3)nc2N1 (stereo not given)
  -9% | -1.2 | 8% | 14% | 10% | -9% | 7% | -9
CCS(=O)(=O)N1Cc2ccccc2CC1C(=O)OCC(=O)Nc1ccc(C)cc1 (stereo not given)
  10% | 0.2 | -17% | -4% | ? | -2% | 9% | -24
O=C(NCCC1=CCCCC1)c1cc2c(s1)CS(=O)(=O)C2
  5% | 0.1 | -12% | 12% | 1% | 0% | 10% | /
CCC(=O)Nc1cc2nn(-c3ccc(OC)cc3)nc2cc1C
  0% | -0.4 | 0% | 2% | 4% | -8% | 0% | /
Cc1ccc(NC(=O)Nc2cccc(C)n2)c(C)c1
  12% | -0.9 | -5% | -15% | 0% | -14% | -19% | 2
CC(C)(O)C1Cc2cc(/C=C/C(=O)O)c(O)cc2O1 (stereo not given)
  3% | -0.5 | -3% | -8% | -93%[inhibitor] | 3µM* | 32% | -66*
Cc1ccc(S(=O)(=O)N2CCN(C(=O)CCCN3C(=O)NC4(CCCC4)C3=O)CC2)cc1C
  -11% | -0.2 | 4% | 4% | 1% | -13% | -3% | -2
COc1cc([N+](=O)[O-])cc(CN2CCCCC2)c1O
  2% | -0.8 | -2% | -11% | 3% | -10% | 7% | /
COc1ccc(S(=O)(=O)N(C)CC(=O)N2CCC(C)CC2)cc1Cl
  -4% | -0.8 | -2% | -2% | -18% | -1% | 12% | /
Cc1ccc(NC(=O)C2CCCO2)cc1[N+](=O)[O-] (stereo not given)
  -8% | -2.5 | 1% | -13% | 3% | 2% | / | 0
O=C(OCc1cccc(Cl)c1)c1cc([N+](=O)[O-])ccc1N1CCOCC1
  18% | -4.2 | -2% | 9% | 19% | -3% | 16% | 3
CC(Sc1nnc(CNc2cccc3ccccc23)n1-c1ccccc1)C(=O)N/N=C/c1ccco1 (stereo not given)
  6% | -2.2 | 3% | 4% | 23% | -1% | ? | -3
O=C(COC(=O)c1ccc(S(=O)(=O)NCc2ccco2)cc1)NC1CCCCC1
  4% | 1.6 | -17% | 10% | 8% | -1% | 21% | -12
COc1ccc(CC(=O)N2CCN(S(=O)(=O)c3ccc(Cl)s3)CC2)cc1
  9% | -0.6 | -3% | -6% | -14% | -7% | 1% | 10
Cc1ccc(N2CCCn3c2cc(C)c(C#N)c3=O)cc1Cl
  -4% | 1.1 | -8% | -14% | 3% | -12% | 10% | 1
CCOC(=O)c1ccc(NC(=O)CCS(=O)(=O)c2cccc3nonc23)cc1
  -12% | 0.1 | -3% | -10% | -10% | -2% | 15% | 2
O=C(CN(c1ccc2c(c1)OCCO2)S(=O)(=O)c1ccccc1)NCC1CCCO1 (stereo not given)
  -1% | -1.6 | -5% | 1% | 0% | -5% | 10% | -6
COc1ccc(C(C)(O)c2nc(-c3cccc(C(F)(F)F)c3)cs2)cc1 (stereo not given)
  -24% | -0.6 | 1% | -16% | -93%[inhibitor] | 1% | 11% | 19
COc1ccc(C)cc1NC(=O)NCc1ccco1
  15% | 1.0 | -2% | 11% | 3% | -19% | 11% | -4
O=C(N/N=C/c1ccccc1)c1c(O)c2ccccc2[nH]c1=O
  3% | -3.6 | 1% | -19% | 17% | -11% | 17% | -7
COc1cc2oc3ccccc3c(=O)c2cc1OC
  0% | -1.4 | 6% | -14% | -5% | -15% | -12% | 2
CCOC(=O)c1cc(Sc2ccccc2N)cc(C(=O)OCC)n1
  0% | 8.9 | -1% | 11% | 5% | -2% | -3% | 3
O=C(Nc1csc(Cc2c(Cl)cccc2Cl)n1)NN1CCOCC1
  7% | 0.5 | 0% | -9% | -26% | -3% | 2% | 7
CC1(C)CC(=O)C=C(c2cn[nH]n2)C1
  -12% | -2.5 | -3% | 4% | 7% | -4% | -9% | 1
COc1cccc(C(=O)NCCS(=O)(=O)NC(C)CCc2ccccc2)c1 (stereo not given)
  0% | -4.1 | -8% | -7% | 18% | 4% | 27% | 0
COc1ccc(NC(=O)CN(C)C(=O)c2ccc3c(c2)NC(=O)CS3)cc1
  2% | 0.2 | -1% | 9% | 17% | 0% | 12% | -3
O=C(C/C=N/OCc1c(Cl)cccc1Cl)c1ccc(Cl)cc1
  10% | 0.4 | -11% | -15% | ? | -7% | 29% | 0
COC(=O)c1cc(Br)c(=O)n(-c2cc(C)on2)c1
  -5% | -0.4 | -5% | 16% | -6% | 2% | 20% | 2
Cc1cccc(C(=O)N2CCc3c([nH]c4ccccc34)C2CC(C)C)n1 (stereo not given)
  0% | -0.9 | -1% | -1% | 10% | 2% | 13% | 2
CN(CCc1ccccn1)C(=O)c1ccc(OC2CCN(CCc3ccccc3)CC2)cc1
  8% | -1.9 | 2% | -4% | 1% | -1% | 13% | 6
O=C(N/C(=C/c1ccco1)C(=O)N1CCCC1)c1cccs1
  4% | -0.8 | -7% | -9% | 12% | -5% | 15% | 0
Cc1ccccc1OCc1nc(-c2ccc(-n3cccc3)cc2)no1
  -7% | 2.4 | -1% | -4% | 1% | 0% | 5% | 3
CC(C)Nc1nc(NCCOc2ccccc2Cl)c2sccc2n1
  6% | -0.9 | 2% | -6% | 9% | 5% | -3% | -24
O=C(Nc1c2c(nn1-c1cccc(Cl)c1)CS(=O)C2)c1ccc2c(c1)OCO2 (stereo not given)
  -3% | -0.5 | -12% | -9% | 7% | -1% | / | -6
CC1CCCCC1NC(=O)C1CCN(C(=O)c2sccc2-n2cccc2)CC1 (stereo not given)
  -8% | -3.3 | 3% | 3% | 6% | -9% | 3% | 0
COc1ccc(NC(=O)Cc2csc(NC(=O)Nc3ccccc3OC)n2)cc1
  -5% | -3.0 | 6% | -8% | -2% | -6% | -25% | -6
CCCC(C)c1nnc(NC(=O)CN2C(=O)c3ccccc3C2=O)s1 (stereo not given)
  1% | -0.1 | 5% | -11% | 3% | 27µM* | -23% | -21
O=c1cc(C(O)C[N+](=O)[O-])occ1OCc1ccccc1 (stereo not given)
  12% | -0.6 | -6%[11.6 µM] | -14% | -48%[inhibitor] | ? | 32µM* | 0
Cc1ccc(C(=O)O)cc1NC(=O)C1CCCN1S(=O)(=O)c1cccc2nsnc12 (stereo not given)
  -14% | -2.2 | -3% | -2% | 1% | 2% | 2% | 4
C[C@]12c3[nH]c4ccccc4c3CCN1C(=O)C(CC(=O)NCc1cccc(C(F)(F)F)c1)C[C@@H]2C(=O)N1CCCCC1 (stereo not given in full)
  -21% | -0.8 | -14% | -27% | 26% | -5% | ? | 6
CCOc1ccc(NC(=O)CSc2nc3ccccc3nc2N2CCOCC2)cc1
  3% | -3.6 | 8% | 3% | 7%&-6% | -13% | -6%&16% | -1
CCS(=O)(=O)c1ccc2oc(SCC(=O)c3ccco3)nc2c1
  13% | 0.1 | -23% | -8% | -10% | -22% | 22% | -19
Cc1ccccc1NC(=O)c1ccc(OCc2c(C)noc2C)cc1
  3% | -1.0 | -6% | -1% | 0% | 1% | / | 4
Cc1sc(NC(=O)c2oc3ccccc3c2C)c(C#N)c1C
  -2% | 2.1 | -5% | 5% | -23% | -14% | 12% | /
Nn1c(SCC(=O)Nc2ccc(OC(F)F)cc2)nnc1-c1ccco1
  -1% | -1.2 | -14% | 1% | 7% | -6% | -9% | -9
O/N=C\c1ccc2noc(-c3ccc(Cl)cc3)c2c1
  4% | 0.6 | 6% | 0% | -17% | -17% | 3% | -1
CCOc1cc(C2C3=C(CC(C)(C)CC3=O)N(CCOC)C3=C2C(=O)CC(C)(C)C3)ccc1O
  3% | -0.4 | -5% | ? | -18% | -14% | -3% | 3
Nc1nnn(-c2ccccc2)c1-c1ccccc1
  -6% | -1.0 | 6% | 9% | -2% | -4% | -10% | 0
CCOc1ccc(NC(=O)c2cccc(OC(=S)N3CCC(C)CC3)c2)cc1
  19% | -1.7 | -10% | -8% | ? | -1% | ? | /
Cn1c(C(=O)N2CCN(c3ccc(Cl)cc3)CC2)cc2c(=O)[nH]c3ccccc3c21
  3% | -0.8 | -6% | -4% | 1% | -9% | 41% | -10
COCCCNC(=O)C[C@H]1C[C@H](C(=O)N2CCCCC2)[C@@]2(CCc3ccccc3)c3[nH]c4ccc(Cl)cc4c3CCN2C1=O
  -22% | -0.8 | 2% | 7% | 17% | 0% | -9% | -4
CC1(C(=O)NS(=O)(=O)c2ccccc2)CCN1C(=O)Cc1ccccc1 (stereo not given)
  11% | -0.2 | -7% | -1% | 24% | 1% | -19% | 0
CC1CN(C(=O)CCNC(=O)c2ccc(Br)cc2)CC(C)O1 (stereo not given)
  -1% | -4.4 | 0% | -1% | -9% | 0% | -10% | 2
CCCSc1nnc(NC(=O)CCc2ccccc2)s1
  -2% | -0.3 | -3% | -1% | -5% | 1% | -25% | 6
COc1ccc(C2(C)NC(=O)NC2=O)cc1OC (stereo not given)
  -4% | -0.3 | 12% | 24% | 8% | 1% | 0% | 2
Cc1noc(C)c1COc1ccccc1C(=O)NC1CCC(C)CC1 (stereo not given)
  0% | -4.3 | 4% | 25% | -16% | -24% | 21% | -1
CCOC(=O)c1[nH]c2ccc(OC)cc2c1NC(=O)c1ccc(OC)c(OC)c1
  -19% | -0.5 | -6% | -2% | -2% | 0% | / | -5

Three entries from above, set out differently:
SMILES: CCOc1ccc(NC(=O)c2cccc(OC(=S)N3CCC(C)CC3)c2)cc1
  EPAC1 ag: 19% | IL-2 act: -1.7 | WRN inhibitor: -10% | EPAC1 antagonist: -8% | Abeta rescue: ? | PLK1 PBD block: -1% | FUS yeast rescue: ? | PI5P4Ka inh: /

SMILES: Cn1c(C(=O)N2CCN(c3ccc(Cl)cc3)CC2)cc2c(=O)[nH]c3ccccc3c21
  EPAC1 ag: 3% | IL-2 act: -0.8 | WRN inhibitor: -6% | EPAC1 antagonist: -4% | Abeta rescue: 1% | PLK1 PBD block: -9% | FUS yeast rescue: 41% | PI5P4Ka inh: -10

SMILES: COCCCNC(=O)C[C@H]1C[C@H](C(=O)N2CCCCC2)[C@@]2(CCc3ccccc3)c3[nH]c4ccc(Cl)cc4c3CCN2C1=O
  EPAC1 ag: -22% | IL-2 act: -0.8 | WRN inhibitor: 2% | EPAC1 antagonist: 7% | Abeta rescue: 17% | PLK1 PBD block: 0% | FUS yeast rescue: -9% | PI5P4Ka inh: -4
